Screening results as filed in PubChem BioAssay.
Pf growth 48h: P. falciparum growth inhibition at 48 hours (one generation). P. falciparum luciferase growth in erythrocytes, 48 h. Potency, µM (top dose mostly 28.7 µM), inactives show at the highest dose activity change, negative = inhibition, hits mostly inhibitors. hit rate 5.9% among 310,000. AID 504832; further: potency means the concentration at half of the fitted maximal effect; on the % scale 0 is the no-effect control and ±100 the full control effect
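A one-generation exposure of luciferase-tagged malaria parasites in RPMI 1640/Albumax erythrocyte culture, 37 C and 5% CO2. Inhibition is inferred from decreased luminescence after adding detection reagent.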
Pf growth 96h: inhibits malaria parasite growth, 96 h; P. falciparum luciferase reporter growth, 96 h; Potency, µM (doses to about 28.7 µM), without a hit: at the highest dose activity change, negative = inhibition, usual class: inhibitors; hit rate 6.9% among 320,000; further: potency means the concentration at half of the fitted maximal effect; on the % scale 0 is the no-effect control and ±100 the full control effect
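P. falciparum expressing integrated firefly luciferase, in erythrocytes at 2% hematocrit, 0.05% parasitemia, incubated with compounds 96 h at 37 C, 5% CO2. Growth inhibition read as loss of luminescence; two-generation exposure targets delayed-death apicoplast inhibitors.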
Shiga toxin inh: inhibitors of Shiga toxin in Vero cells | Vero cells, Shiga toxin protein synthesis inhibition reporter | inhibition, % at 38.7 µM | hit rate 9.2% among 290,000 | AID 2315; in the data active means inhibition mostly above about 28%, no sharp cut-off; inactive means mostly below about 43%; further: 0% is about no effect
Giardia FBPA inh: inhibitors of Giardia lamblia fructose-1,6-bisphosphate aldolase; purified Giardia FBPA; Potency, µM (highest dose often 59.6 µM), without a hit: top-dose activity, negative = inhibition, most hits filed as inhibitors; hit rate 0.71% among 290,000; AID 2451; further: potency means the concentration at half of the fitted maximal effect; on the % scale 0 is the no-effect control and ±100 the full control effect; nearly all actives have a fitted effect of over 55% in size
Target sequence (A8B2U2 whole entry, looked up): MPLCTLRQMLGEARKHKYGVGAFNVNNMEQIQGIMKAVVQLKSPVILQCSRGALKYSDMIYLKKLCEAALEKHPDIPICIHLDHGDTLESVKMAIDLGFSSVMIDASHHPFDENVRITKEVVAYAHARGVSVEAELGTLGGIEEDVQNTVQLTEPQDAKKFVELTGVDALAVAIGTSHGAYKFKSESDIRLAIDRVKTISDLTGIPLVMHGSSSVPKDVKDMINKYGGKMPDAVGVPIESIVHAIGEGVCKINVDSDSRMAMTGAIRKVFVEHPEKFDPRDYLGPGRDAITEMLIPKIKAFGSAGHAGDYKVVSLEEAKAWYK
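40 nM FBPA preincubated 10 min at RT with compound (up to 57.5 uM final), then substrate plus GAPDH/TPI/NAD/arsenate coupling and diaphorase/resazurin added. Fluorescence read after 20 min at RT, 525/598 nm.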
CHX counter: counter-screen hit for Shiga toxin inhibitors, cycloheximide; cell reporter, cycloheximide protein synthesis inhibition counterscreen; max response, %; hit rate 12% among 300,000; AID 2314; in the data active means max response mostly above about 13%, no sharp cut-off; inactive means mostly below about 14%; further: read at 38.3 µM for the half of the compounds with a filed dose; 0% is about no effect
HCV inhibitor: blocks hepatitis C virus | Huh7.5.1 HCVcc-Cre infection, luciferase reporter, 44 h | AID 651820 | hit rate 3.4% among 340,000 | Potency, µM (highest dose often 41.8 µM), for inactives: top-dose activity change, negative = inhibition, most hits filed as inhibitors; further: potency means the concentration at half of the fitted maximal effect; on the % scale 0 is the no-effect control and ±100 the full control effect
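Antiviral activity was scored by luciferase reporter output from cells infected with HCVcc-Cre (~0.5 moi) in presence of compound, 44 h infection period, cells seeded 1,000/well 4 h prior.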
* = called active by the depositor; ? = inconclusive; . = no result given; & = joins results of further samples; [ ] = another dose, or the depositor's remark. Unless noted, the call rests on the fitted dose curve; in most records, active means well fitted curve in the direction sought with a large enough effect; inconclusive means small, poorly fitted or top-dose-only effect, or another doubt; inactive means no such curve, though single readings can be large; an effect the other way counts as inactive or inconclusive.

Start of the listing, in advance:
SMILES	Pf growth 48h	Pf growth 96h	Shiga toxin inh	Giardia FBPA inh	CHX counter	HCV inhibitor
CN(CCOc1ccccc1)C(=O)c1ccc(N2CCCC2)c([N+](=O)[O-])c1	10.6%	0.6%	51.7	-7.9%	5.6	-15.4%
Cc1ccc2c(c1)nnn2C1CCN(S(=O)(=O)c2ccc(C(=O)N3CC(C)CC(C)C3)cc2)CC1 (stereo unspecified)	-10.1%	?	13.6	-2.4%	-2.1	-16.0%&7.8%
CCCNc1nc2c(c(=O)[nH]c(=O)n2C)n1CCC(C)C	.	9.4%	24.7	1.7%	0.5	7.0%
COc1ccc(CC(=O)Nc2nc(-c3cc(OC)ccc3OC)cs2)cc1	13.3%	?	-4.5	-7.0%	5.0	12.6µM*
CC(=O)c1cccc(N(C(=O)c2cnccn2)C(C(=O)NCc2ccccc2)c2ccco2)c1 (stereo unspecified)	?	-23.5%	-2.1	2.4%	-0.8	-17.9%
CCC(C)NS(=O)(=O)c1ccc(OCC(=O)NCc2ccc(OC)cc2)cc1 (stereo unspecified)	?	69.3%[activator][5.75 µM]	-8.5	4.6%	-1.6	-1.4%
O=C(Cc1ccccc1)N1CCN(Cc2ccc([N+](=O)[O-])cc2)CC1	-8.4%	-5.9%	4.4	?	-3.1	9.6%
Cc1cc(C(=O)NC2CCCc3c2cnn3-c2cc(F)cc(F)c2)nn1C (stereo unspecified)	34.4%[activator]	?	24.8*	.	15.0	-5.0%
COC(=O)C1CCN(C(=O)CN(C)Cc2ccc(C(C)(C)C)cc2)CC1	-18.7%	?	4.0	.	-3.3	9.9%
Cc1c(/C=N/NC(=O)c2cc(=O)[nH]c(=O)[nH]2)c2ccccn2c1C(=O)c1ccccc1	3.29µM*	.	-24.2	?	-2.0	13.2%
COc1ccc(C(=O)N/C(=C/c2ccco2)C(=O)NC2CCS(=O)(=O)C2)cc1 (stereo unspecified)	20.4%	?	1.9	0.4%	8.8	2.1%
COc1ccc(/C=N/n2c(N)c(S(=O)(=O)c3cccs3)c3nc4ccccc4nc32)cc1OC	2.94µM*	.	-16.0	3.4%	-2.5	9.7%
O=C(/C=C/N1CCOCC1)c1ccc(-c2ccccc2)cc1	53.1%[activator]	.	49.5	5.4%	42.1*	-5.9%
CC(C)Sc1n[nH]c(=O)n1-c1cccc(C(F)(F)F)c1	25.6%	46.7%	14.4	1.1%	-0.9	17.3%

This part in full, previewed entries included:
SMILES	Pf growth 48h	Pf growth 96h	Shiga toxin inh	Giardia FBPA inh	CHX counter	HCV inhibitor
CN(CCOc1ccccc1)C(=O)c1ccc(N2CCCC2)c([N+](=O)[O-])c1	10.6%	0.6%	51.7	-7.9%	5.6	-15.4%
Cc1ccc2c(c1)nnn2C1CCN(S(=O)(=O)c2ccc(C(=O)N3CC(C)CC(C)C3)cc2)CC1 (stereo unspecified)	-10.1%	?	13.6	-2.4%	-2.1	-16.0%&7.8%
CCCNc1nc2c(c(=O)[nH]c(=O)n2C)n1CCC(C)C	.	9.4%	24.7	1.7%	0.5	7.0%
COc1ccc(CC(=O)Nc2nc(-c3cc(OC)ccc3OC)cs2)cc1	13.3%	?	-4.5	-7.0%	5.0	12.6µM*
CC(=O)c1cccc(N(C(=O)c2cnccn2)C(C(=O)NCc2ccccc2)c2ccco2)c1 (stereo unspecified)	?	-23.5%	-2.1	2.4%	-0.8	-17.9%
CCC(C)NS(=O)(=O)c1ccc(OCC(=O)NCc2ccc(OC)cc2)cc1 (stereo unspecified)	?	69.3%[activator][5.75 µM]	-8.5	4.6%	-1.6	-1.4%
O=C(Cc1ccccc1)N1CCN(Cc2ccc([N+](=O)[O-])cc2)CC1	-8.4%	-5.9%	4.4	?	-3.1	9.6%
Cc1cc(C(=O)NC2CCCc3c2cnn3-c2cc(F)cc(F)c2)nn1C (stereo unspecified)	34.4%[activator]	?	24.8*	.	15.0	-5.0%
COC(=O)C1CCN(C(=O)CN(C)Cc2ccc(C(C)(C)C)cc2)CC1	-18.7%	?	4.0	.	-3.3	9.9%
Cc1c(/C=N/NC(=O)c2cc(=O)[nH]c(=O)[nH]2)c2ccccn2c1C(=O)c1ccccc1	3.29µM*	.	-24.2	?	-2.0	13.2%
COc1ccc(C(=O)N/C(=C/c2ccco2)C(=O)NC2CCS(=O)(=O)C2)cc1 (stereo unspecified)	20.4%	?	1.9	0.4%	8.8	2.1%
COc1ccc(/C=N/n2c(N)c(S(=O)(=O)c3cccs3)c3nc4ccccc4nc32)cc1OC	2.94µM*	.	-16.0	3.4%	-2.5	9.7%
O=C(/C=C/N1CCOCC1)c1ccc(-c2ccccc2)cc1	53.1%[activator]	.	49.5	5.4%	42.1*	-5.9%
CC(C)Sc1n[nH]c(=O)n1-c1cccc(C(F)(F)F)c1	25.6%	46.7%	14.4	1.1%	-0.9	17.3%
COc1ccc(N(C(C)C(=O)NN=C2CCCCCCC2)S(C)(=O)=O)cc1 (stereo unspecified)	10.1%	?	15.7	-0.1%	-6.5	5.7%
OCC1(CO)COC2(CCCC2)N1	6.9%&-4.6%	41.4%[activator]	-17.4&-5.3	1.9%&2.1%	-4.1&-3.3	8.2%
CCN1C(=O)C2(C(C(=O)c3ccc(C)o3)=C(O)C(=O)N2CCCN(C)C)c2ccccc21 (stereo unspecified)	-3.5%	3.8%	-7.0	-7.9%	-2.9	6.4%
CCCCn1c(N)c(N(CCOC)C(=O)c2oc3ccc(OC)cc3c2C)c(=O)[nH]c1=O	-10.5%	0.1%	-5.0	.	-2.7	16.5%
Cn1nc(C(=O)NC(C)(C)C)c2ccccc21	12.9%	-4.4%	-2.4	-2.1%	-3.8	6.7%
COc1ccc(Nc2nc(N)nc(CSC(=S)N3CCN(C)CC3)n2)cc1	16.6%	?	19.0	-1.7%	16.8*	10.6%
CCCCOc1cccc(C(=O)NC(=S)Nc2ccc(Cl)c(C(=O)O)c2)c1	-9.5%	8.5%	8.2	23.8%	-2.4	14.6%
O=C(N/N=C/c1cn(-c2ccccc2)nc1-c1ccc(F)cc1)c1ccc(Br)o1	8.28µM*	?	33.2	0.1%	7.1	?
CCOc1ccc(-c2nc(CSCC(=O)NCCCN3CCCC3=O)c(C)o2)cc1	?	18.3%	0.6	6.5%	10.8	-2.6%
Cc1nn(C)cc1/C=C/C(=O)c1ccccc1	158.6%[activator]	.	65.3*	4.2%	27.9*	?
O=C(NCc1ccco1)c1nnc(Cc2ccc(Cl)cc2)o1	.	-3.9%	17.7	5.9%	10.1	7.6%
SMILES	Pf growth 48h	Pf growth 96h	Shiga toxin inh	Giardia FBPA inh	CHX counter	HCV inhibitor
C#Cc1cccc(NC(=O)c2ccc3c(c2)C(=O)N(Cc2cccnc2)C3=O)c1	0.5%	26.5%	-11.9	.	38.8*	21.0%
Cc1nnc(NN2CCOCC2)[nH]c1=O	13.3%	-71.0%	17.2	-0.4%	4.9	11.2%
O=C1CC(C(=O)Nc2ccccc2)N=C(N2CCOCC2)N1 (stereo unspecified)	5.1%	.	-7.9	2.8%	-3.9	9.9%
COc1cc(OC)cc(-c2c(-c3cccs3)c3cc(-c4ccn[nH]4)ccc3n2C)c1	4.65µM*	?	.	.	.	?
COCc1cc(C)nc(SCC(=O)NC2CCCCC2C)c1C#N (stereo unspecified)	78.8%[activator]	-20.7%	8.7	.	0.9	-8.8%
Cc1ccc(S(=O)(=O)N2CCN(C(=O)c3cc(=O)[nH]c4ccccc34)CC2)c(C)c1	?	?	1.7	4.8%	-8.7	14.1µM*
CC1CCCCN1C(=O)N[C@@H](Cc1ccccc1)C(=O)O (stereo partly specified)	7.9%	15.4%	9.0	-3.8%	6.1	.
Cc1ccc2c(c1)N(C(=O)NC1CCCCC1)C(C)(C)CC2C (stereo unspecified)	.	28.7%	22.3	3.5%	5.0	18.3%
O=C(N1CCOCC1)N1CCN(S(=O)(=O)N2CCCCC2)CC1	12.4%	4.15µM*	-4.1	3.7%	-1.0	28.7%
COc1ccc(C(C(=O)NC2CCCC2)N(Cc2ccccc2)C(=O)c2nsc(Cl)c2Cl)cc1 (stereo unspecified)	?	?	22.7	-7.6%	-0.5	?
O=C(COC(=O)c1cc([N+](=O)[O-])ccc1N1CCOCC1)c1ccc(OC(F)F)cc1OC(F)F	?	?	.	.	.	?
CCN(CC)S(=O)(=O)c1cccc(NN=c2c(=O)c3ccccc3c2=O)c1	7.5%	-3.8%	1.6	-19.2%	0.8	23.3%
CC(=O)N1N=C(c2ccc(NS(C)(=O)=O)cc2)CC1c1ccc2nccnc2c1 (stereo unspecified)	4.1%	?	-6.7	-1.4%	-1.6	-6.7%
O=C(COc1cc2oc(=O)c3c(c2cc1Cl)CCC3)Nc1cccnc1	149.1%[activator]	190.2%[activator]	21.2	-4.4%	27.6*	20.5%
COc1ccc(CN2CCCC(C(=O)Nc3cccc(-n4cnnn4)c3)C2)c(C)c1C (stereo unspecified)	?	?	-5.3	.	-0.5	?
O=C(CCN1CCOCC1)Nc1ccccc1	25.1%	52.7%[activator]	-6.5	-4.8%	1.1	16.7%
O=C(C1=C[C@H](c2ccc3c(c2)OCO3)C[C@H](OCc2ccc(CO)cc2)O1)N1CCN(Cc2ccc3c(c2)OCO3)CC1	4.15µM*	13.1µM*	-16.4	-13.8%	-4.2	35.5µM*
O=C(COc1ccc([N+](=O)[O-])cc1)Nc1ccc(N2CCN(C(=O)c3ccco3)CC2)cc1	14.4%	5.22µM*	-16.2	.	-0.3	11.2µM*
O=C(Nc1cc(-c2ccccc2)nn1-c1ccccc1)c1ccccc1F	?	?	.	.	.	?
O=C(O)CSCC(=O)N1CCN(S(=O)(=O)c2cc(Cl)cc(Cl)c2)CC1	-4.7%	14.9%	-6.3	12.8%	-1.1	6.8%
CCN(CC)C(=O)COc1cc(C)cc2oc(=O)cc(-c3ccccc3)c12	?	55.2%[activator]	-8.5	.	-1.2	?
COc1ccc(N(CC(=O)N/N=C/c2cc(Br)c(C)o2)S(=O)(=O)c2ccc(NC(C)=O)cc2)cc1	?	9.6%	-1.8	-2.9%	-2.4	?
O=C(CSc1ncccn1)Nc1cccc2ccccc12	7.8%	30.8%[activator]	19.6	-0.1%	21.8*	-16.2%
O=c1[nH]c(Cc2ccccn2)nc2scc(-c3ccc(Cl)cc3)c12	?	?	21.1	-1.5%	10.3	?
Cc1ccc(C)c(CN2C(=O)C(C)Oc3ccc(C)cc32)c1 (stereo unspecified)	?	101.3%[activator]	-14.7	9.6%	-1.2	?
SMILES	Pf growth 48h	Pf growth 96h	Shiga toxin inh	Giardia FBPA inh	CHX counter	HCV inhibitor
Cc1nn(Cc2ccc(Cl)cc2Cl)c(C)c1NC(=O)c1ccc(COc2cc(Cl)ccc2Cl)o1	?	?	-20.0	1.3%	-1.7	?
CC(C)OCCCNC(=O)CCc1nc(-c2ccccc2)no1	20.7%	7.2%	-10.3	-0.3%	-5.1	-5.0%
CC(=O)N1c2ccc(S(=O)(=O)N3CCC(C(=O)NCc4ccc(C)cc4)CC3)cc2CC1C (stereo unspecified)	?	11.7µM*	16.7	.	-2.5	?
Cc1cnc(NC(=O)CSc2nnc(-c3cccs3)n2C)s1	?	12.9%	2.4	-0.3%	-0.5	-3.7%
COc1ccc(CCNC(=O)COc2cc(=O)n(C)c3ccccc23)cc1OC	-12.4%	17.2%	9.6	-0.6%	24.4	0.9%
Cc1ccc2oc(-c3cc(NC(=O)c4ncn[nH]4)ccc3O)nc2c1	22.9%	?	78.7	6.8%	8.8	-18.9%
O=C(O)c1cccnc1SCc1cn2cc(Cl)ccc2n1	13.6%	73.2%[activator]	3.8	?	-0.8	7.5%
O=C(CSc1nnc(-c2ccccc2O)o1)Oc1ccc(Br)cc1	-0.7%	.	-12.9	-0.6%	-1.6	12.1%
CCN(CC)c1ccc2cc(C#N)c(=O)oc2c1	17.2%	?	-3.4	-0.1%	-1.3	?

Not a hit list. About 24% of those tested had a hit in this group.
